Assay outcomes (PubChem)
Bim-Bfl-1 = human Bim-Bfl-1 interaction inhibition. Bead-based flow cytometry, Bim-Bfl-1 binding inhibition. inhibition, % at 10 µM. Q16548. 190,000 tested, 0.12% active;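 also: 0% = wells without compound plus tracer and 100% = blocker peptide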
Bim-Mcl-1 = human Bim-Mcl-1 interaction inhibition; Bead-based flow cytometry, Bim peptide-Mcl-1 binding; inhibition, % at 10 µM; 190,000 tested, 0.1% active;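 also: 0% = no compound tracer wells and 100% = peptide blocker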
Target sequence (Q07820 whole entry, looked up): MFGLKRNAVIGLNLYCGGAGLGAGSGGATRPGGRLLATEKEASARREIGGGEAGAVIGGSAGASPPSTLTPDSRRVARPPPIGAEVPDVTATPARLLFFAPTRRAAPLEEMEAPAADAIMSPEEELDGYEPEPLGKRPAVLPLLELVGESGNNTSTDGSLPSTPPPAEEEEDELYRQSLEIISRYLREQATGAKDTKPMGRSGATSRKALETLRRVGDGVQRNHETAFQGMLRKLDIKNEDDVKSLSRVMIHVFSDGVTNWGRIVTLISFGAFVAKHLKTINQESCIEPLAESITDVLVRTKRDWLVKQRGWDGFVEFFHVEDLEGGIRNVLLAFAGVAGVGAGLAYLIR
Bcl-XL Bim block = disrupts Bim peptide binding to human Bcl-XL; AID 1007; 190,000 tested, 0.04% active; bead flow cytometry, fluorescence; inhibition, % at 10 µM
Target sequence (Q07817 whole entry, looked up): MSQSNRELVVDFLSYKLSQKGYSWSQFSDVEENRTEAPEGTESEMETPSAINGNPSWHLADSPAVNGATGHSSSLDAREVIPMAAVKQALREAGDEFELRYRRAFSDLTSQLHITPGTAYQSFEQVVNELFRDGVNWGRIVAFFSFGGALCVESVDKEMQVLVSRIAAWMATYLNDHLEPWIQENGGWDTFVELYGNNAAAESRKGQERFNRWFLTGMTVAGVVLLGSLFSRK
RGS4-Gao reg = human RGS4-Galphao interaction regulation; AID 1415; binding response (% of control), % at 10 µM; 220,000 tested, 0.33% active; Multiplexed bead flow cytometry, RGS4-Galphao binding; actives lie on both sides; in the data active = binding response below about 49% or above about 150%; inactive = in between;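 also: fluorescent Galphao activated with aluminum fluoride binding bead-coupled RGS4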
Bcl-W Bim block = human Bim-Bcl-W interaction inhibition; Q92843; bead-based flow cytometry, Bim peptide-Bcl-W binding; inhibition, % at 10 µM; 190,000 tested, 0.02% active; AID 952;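 also: 0% = bound tracer without compound and 100% = peptide blocker; higher means less fluorescent Bim peptide bound to Bcl-W beads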
Mcl1-Noxa inh = Mcl-1/Noxa interaction inhibition; TR-FRET Mcl-1/Noxa peptide binding, 2 h; inhibition, % at 21.7 µM; 220,000 tested, 1.5% active;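 active = compounds that cut the protein-peptide binding signal by more than 50% relative to plate controls in a single-dose test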;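 also: His-tagged Mcl-1 with rhodamine Noxa BH3 peptide and terbium anti-His antibody; 0% = Mcl-1 plus Noxa peptide wells and 100% = peptide-only wells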
RGS7-Gao reg = regulators of human RGS7-Galphao interaction; 220,000 tested, 0.35% active; P09471; AID 1439; Multiplexed bead flow cytometry, RGS7-Galphao binding; actives lie on both sides; binding response (% of control), % at 10 µM; in the data active = binding response below about 49% or above about 150%; inconclusive = no clear call, values can overlap the other calls; inactive = in between;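 also: fluorescent Galphao held in activated GDP-AlF4 state binding bead-coupled RGS7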
Mcl1 Bid PPI = Mcl-1/Bid interaction inhibition | TR-FRET Mcl-1/Bid-Dy647 peptide binding, 1536-well | inhibition, % at 21.7 µM | Q07820 | 220,000 tested, 0.97% active;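 active = compounds that cut the binding signal by more than half at the single screening dose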;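 also: His-tagged Mcl-1 with europium anti-His antibody binding Bid BH3 peptide; 0% = Mcl-1 plus peptide wells and 100% = peptide-only wells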
RGS8-Gao = human RGS8-Galphao interaction regulation; 220,000 tested, 0.34% active; multiplexed bead flow cytometry, RGS8-Galphao binding; actives lie on both sides; P09471; response (percent of control binding), % at 10 µM; AID 1423; in the data active = response below about 60% or above about 140%; inactive = in between;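 also: Galphao activated as the GDP aluminium fluoride complex binding bead-coupled RGS8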
Bcl-B Bim block = disrupts Bim peptide binding to human Bcl-B; bead-based flow cytometry; inhibition, % at 10 µM; 190,000 tested, 0.073% active;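 also: 0% = tracer peptide without compound and 100% = reference inhibitor peptide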
Target sequence (Q9HD36 whole entry, looked up): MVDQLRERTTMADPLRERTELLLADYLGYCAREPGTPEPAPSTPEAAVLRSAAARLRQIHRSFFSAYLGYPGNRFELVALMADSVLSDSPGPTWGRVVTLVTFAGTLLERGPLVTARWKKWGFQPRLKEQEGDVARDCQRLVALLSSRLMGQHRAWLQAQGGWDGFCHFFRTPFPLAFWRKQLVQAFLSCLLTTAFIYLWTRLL
Bcl-2 Bim block = disrupts Bim peptide binding to human Bcl-2; P10415; Bead-based flow cytometry, Bim peptide-Bcl-2 binding; inhibition, % at 10 µM; 190,000 tested, 0.06% active; AID 950; in the data active = inhibition above about 40%; inconclusive = no clear call, values can overlap the other calls;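 also: 0% = no compound wells with probe peptide and 100% = reference peptide inhibitor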
* hit, by the source's call; ? = inconclusive; / = no result given. Rule as the data show it, unless noted: active = inhibition above about 40%.

SMILES | Bim-Bfl-1 | Bim-Mcl-1 | Bcl-XL Bim block | RGS4-Gao reg | Bcl-W Bim block | Mcl1-Noxa inh | RGS7-Gao reg | Mcl1 Bid PPI | RGS8-Gao | Bcl-B Bim block | Bcl-2 Bim block
CCOC(=O)C1=C(CC)Nc2ccccc2N/C1=N\S(=O)(=O)c1cc(Br)ccc1Br | -1 | 0 | -3 | 99 | -3 | 7 | 95 | 1 | 105 | -1 | 0
OCCN1CCN(C(=S)NC2CCCC2)CC1 | -3 | -1 | -5 | 102 | 0 | 3 | 105 | -12 | 105 | -5 | -4
O=C(N=C1c2ccccc2CN1c1ccc(F)cc1)c1ccc(Cl)nc1 | -16 | -2 | -7 | 85 | -3 | 26 | 87 | -28 | 92 | -8 | -10
O=C(Cn1c(=O)c(=O)n(Cc2ccccc2)c2ccc(Cl)cc21)Nc1cccc(F)c1 | -1 | -7 | -5 | 113 | -8 | -57 | 114 | -23 | 116 | -3 | 0
Cn1cccc1/C=C1\SC(=S)N(NC(=O)c2ccccc2O)C1=O | / | / | / | 99 | / | -2 | ? | -24 | 101 | / | /
COCCN(CCOC)S(=O)(=O)c1ccc(/C(O)=C(\C#N)c2nc3ccccc3[nH]2)cc1 | -1 | 3 | -3 | 96 | 0 | 4 | 104 | -24 | 98 | 0 | 1
CCOC(=O)N1CCN(CC(O)COCc2ccc(OC)c(OC)c2)CC1 (centres undefined) | 0 | -5 | -3 | 98 | -2 | -5 | 96 | -7 | 103 | 0 | -6
O=C(COC(=O)C(O)c1ccccc1)NC12CC3CC(CC(C3)C1)C2 (centres undefined) | -11 | -1 | -3 | 102 | 0 | 17 | 99 | -8 | 103 | -6 | -12
COc1ccccc1OC(=O)CCc1nc2ccccc2s1 | 10 | 0 | 0 | 93 | 5 | 50 | ? | -1 | 92 | -7 | 3
CSc1nc(O)cc(=O)n1-c1ccc(F)cc1 | -2 | 1 | 0 | 94 | -1 | 7 | ? | -27 | 95 | -1 | 1
COCCn1c(N)c(Sc2ccccc2[N+](=O)[O-])c(=O)[nH]c1=O | / | / | / | 135 | / | 7 | ? | -27 | 122 | / | /
N#Cc1nc(Cc2cccc3ccccc23)oc1N1CCN(c2ccccc2)CC1 | 0 | 0 | 3 | 95 | 2 | -13 | 95 | -15 | 100 | 0 | 0

The last 3 entries of the section before lead into the next.
SMILES | Bim-Bfl-1 | Bim-Mcl-1 | Bcl-XL Bim block | RGS4-Gao reg | Bcl-W Bim block | Mcl1-Noxa inh | RGS7-Gao reg | Mcl1 Bid PPI | RGS8-Gao | Bcl-B Bim block | Bcl-2 Bim block
CSc1nc(O)cc(=O)n1-c1ccc(F)cc1 | -2 | 1 | 0 | 94 | -1 | 7 | ? | -27 | 95 | -1 | 1
COCCn1c(N)c(Sc2ccccc2[N+](=O)[O-])c(=O)[nH]c1=O | / | / | / | 135 | / | 7 | ? | -27 | 122 | / | /
N#Cc1nc(Cc2cccc3ccccc23)oc1N1CCN(c2ccccc2)CC1 | 0 | 0 | 3 | 95 | 2 | -13 | 95 | -15 | 100 | 0 | 0
O=C(Nc1cccc(S(=O)(=O)N2CCCC2)c1)c1ccc2c(=O)n3c(nc2c1)CCCCC3 | 0 | -6 | -3 | 97 | -2 | -3 | 92 | -19 | 105 | -6 | -4
O=c1cc(N2CCC3(CC2)OCCO3)[nH]c(=O)n1-c1ccc(Cl)cc1 | -22 | -9 | -14 | 96 | -10 | 5 | 95 | -35 | 100 | -13 | -17
CCN(CC)C(=O)Cn1ccc(NC(C)=O)nc1=O | / | / | / | 99 | / | -9 | ? | -52 | 98 | / | /
Cc1[nH]c2ccccc2c1/C=N/Nc1nncn1N | 4 | -2 | 0 | 101 | 0 | 25 | 104 | -19 | 102 | -10 | -1
COc1ccc(NC(=O)CCCNS(=O)(=O)c2cccs2)cc1 | 0 | -6 | -4 | 97 | -1 | -5 | 99 | -15 | 102 | -3 | -1
Cc1ccc(C(=O)NCCn2ccc3ccccc32)cc1[N+](=O)[O-] | -13 | -1 | -5 | 97 | -4 | 5 | 99 | -46 | 104 | -7 | -9
Cc1ccc2c(c1)c(N=O)c(O)n2Cc1ccc(Cl)cc1 | -2 | 0 | 2 | 97 | 3 | -4 | 83 | -8 | 100 | -2 | -5
CCOC(=O)NC(=O)CSc1nc2ccccc2[nH]1 | -4 | 0 | -1 | 99 | 0 | 5 | ? | -41 | 100 | 0 | -3
CC(Oc1ccccc1)c1ccnc2nc(/N=C/N(C)C)nn12 (centres undefined) | -15 | -3 | -4 | 100 | -4 | -6 | 102 | 1 | 106 | -10 | -8
C/C(C/C(C)=C1/SC(=S)NC1=O)=C1\SC(=S)NC1=O | -3 | -1 | -2 | 109 | -2 | 73* | 106 | 78* | 123 | -3 | -1
CCCCOc1ccc(C(=O)N/C(=C/C=C/c2ccccc2)C(=O)O)cc1 | 0 | 0 | -2 | 99 | 1 | 15 | 98 | -29 | 103 | -3 | -4
CCOC(=O)CSc1nnc2n(C3CCCCC3)c(=O)c3c4c(sc3n12)CCCC4 | -9 | -2 | -10 | 102 | -3 | 6 | 96 | 16 | 102 | -11 | -10
COc1ccc2nc(NCc3ccccc3)[nH]c2c1 | -9 | 2 | 6 | 107 | 0 | / | 108 | -33 | 103 | -4 | -5
Cc1ccc(S(=O)(=O)NC(CC(C)C)C(=O)Nc2nccs2)cc1 (centres undefined) | -14 | 0 | -4 | 101 | 2 | 4 | 102 | -8 | 102 | -7 | -3
Cc1ncc([N+](=O)[O-])n1CC(=O)NC1CCCC1 | -18 | -5 | -7 | 100 | -1 | 17 | 100 | 22 | 101 | -11 | -11
CC(OC(=O)c1ccc2ncsc2c1)C(=O)N1CCCC1 (centres undefined) | -4 | 0 | -3 | 100 | -5 | 3 | ? | -7 | 100 | -3 | -3
c1ccc(C2Nc3ccccc3-c3nc4ccccc4n32)nc1 (centres undefined) | -4 | 0 | -1 | 100 | -3 | -3 | 98 | -20 | 103 | -2 | 0
ClCc1csc(-c2ccccc2Cl)n1 | -10 | -1 | -1 | 103 | -3 | 14 | 105 | -6 | 106 | -9 | -5
CCn1nccc1C(=O)Nc1ccc(S(=O)(=O)NC23CC4CC(CC(C4)C2)C3)cc1 | -5 | -6 | -10 | 103 | -5 | 8 | 99 | 6 | 101 | -5 | -12
CCN1CCN(c2cc(=O)n(-c3cc(Cl)ccc3C)c(=O)[nH]2)CC1 | 0 | 1 | 0 | 102 | 0 | 7 | 100 | -48 | 98 | 0 | 0
CS(=O)(=O)c1nc(-c2cccs2)cc(C(F)(F)F)n1 | -2 | 0 | -3 | 97 | 2 | 19 | 98 | -6 | 100 | -5 | 3
CC1CCN(S(=O)(=O)c2cccc(C(=O)Nc3ccccc3)c2)CC1 | -12 | 1 | -3 | 102 | -1 | 17 | 98 | -2 | 105 | -7 | -7
COc1cccc(C2CC(c3cccs3)Nc3ncnn32)c1 (centres undefined) | -13 | 3 | -4 | 100 | -2 | -20 | 98 | -29 | 100 | -1 | -3
COc1ccc2nc(C)c3c(c2c1)OC(C(C)(Cl)Br)C3 (centres undefined) | / | / | / | 97 | / | 16 | ? | -10 | 97 | / | /

7 records picked at random from the list so far, as already listed:
SMILES | Bim-Bfl-1 | Bim-Mcl-1 | Bcl-XL Bim block | RGS4-Gao reg | Bcl-W Bim block | Mcl1-Noxa inh | RGS7-Gao reg | Mcl1 Bid PPI | RGS8-Gao | Bcl-B Bim block | Bcl-2 Bim block
CS(=O)(=O)c1nc(-c2cccs2)cc(C(F)(F)F)n1 | -2 | 0 | -3 | 97 | 2 | 19 | 98 | -6 | 100 | -5 | 3
CCN1CCN(c2cc(=O)n(-c3cc(Cl)ccc3C)c(=O)[nH]2)CC1 | 0 | 1 | 0 | 102 | 0 | 7 | 100 | -48 | 98 | 0 | 0
CC(OC(=O)c1ccc2ncsc2c1)C(=O)N1CCCC1 (centres undefined) | -4 | 0 | -3 | 100 | -5 | 3 | ? | -7 | 100 | -3 | -3
CC1CCN(S(=O)(=O)c2cccc(C(=O)Nc3ccccc3)c2)CC1 | -12 | 1 | -3 | 102 | -1 | 17 | 98 | -2 | 105 | -7 | -7
Cc1ccc(S(=O)(=O)NC(CC(C)C)C(=O)Nc2nccs2)cc1 (centres undefined) | -14 | 0 | -4 | 101 | 2 | 4 | 102 | -8 | 102 | -7 | -3
COc1cccc(C2CC(c3cccs3)Nc3ncnn32)c1 (centres undefined) | -13 | 3 | -4 | 100 | -2 | -20 | 98 | -29 | 100 | -1 | -3
c1ccc(C2Nc3ccccc3-c3nc4ccccc4n32)nc1 (centres undefined) | -4 | 0 | -1 | 100 | -3 | -3 | 98 | -20 | 103 | -2 | 0

Later entries:
SMILES | Bim-Bfl-1 | Bim-Mcl-1 | Bcl-XL Bim block | RGS4-Gao reg | Bcl-W Bim block | Mcl1-Noxa inh | RGS7-Gao reg | Mcl1 Bid PPI | RGS8-Gao | Bcl-B Bim block | Bcl-2 Bim block
CCN(CC)S(=O)(=O)c1cccc(C(=O)NC2CCCCC2)c1 | -11 | -5 | -9 | 99 | -6 | 9 | 97 | -3 | 99 | -10 | -6
O=S(=O)(NNc1nccc(C(F)(F)F)n1)c1cccc(Cl)c1Cl | / | / | / | 144 | / | 1 | ? | -13 | 122 | / | /
CC1=NOC(=O)/C1=C\c1ccc(-c2ccc(Br)cc2C(=O)O)o1 | -5 | 0 | -1 | 103 | 1 | 16 | 103 | -115 | 104 | -3 | -2
C=CCSc1n[nH]c(-c2ccc(OCCC)cc2)n1 | -10 | -3 | -3 | 110 | -2 | 7 | 112 | -5 | 113 | -9 | -8
CCOc1ncccc1C(=O)N(C)CC(=O)Nc1ccccc1SC | 1 | 24 | 1 | 103 | 6 | 13 | 106 | -10 | 107 | -2 | 1
COC(=O)c1ccc([N+](=O)[O-])cc1N1C(=O)C2C3CCC(C3)C2C1=O (centres undefined) | -2 | 3 | 1 | 101 | 4 | -8 | 98 | -5 | 98 | 0 | 1
COC(=O)C1Sc2[nH]c(=O)sc2C(c2ccc(Cl)cc2)C1C(=O)OC (centres undefined) | -7 | -2 | -4 | 101 | -1 | 10 | 100 | -9 | 101 | -8 | -5
